Myeloid diff MLP: myeloid differentiation induction; ER-HoxA9 myeloid progenitors, lysozyme-GFP differentiation, flow cytometry; calls only at 10 µM; 360,000 compounds, 1% hits; AID 624256;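 active means normalized GFP-positive differentiation at or above the plate's own cutoff, the solvent-only control mean plus 3 SD; inconclusive means no clear call, values can overlap the other calls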;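 further: cells exposed to compound for four days before flow analysis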
Myeloid diff MLP GFP+ MAC1+ %: recorded beside Myeloid diff MLP, whose call it bears; GFP+ MAC1+ double positive, %; measured here: differentiation confirmed by MAC1 staining
* = called active by the depositor; i = inactive; ? = inconclusive; . = no result given. This is a subset; count on the stated rates, not on these rows.

| SMILES | Myeloid diff MLP | Myeloid diff MLP GFP+ MAC1+ % |
| --- | --- | --- |
| Cc1ccc(C(=O)Nc2nnc(COCCO)s2)cc1 | i | 0.7 |
| CC1C(=O)OC2C1CCC1(C)C3(C)C(=O)C=CC213 (stereo not drawn) | i | 3.6 |
| C[C@H]1COc2cc(N(C)CCO)ccc2S(=O)(=O)N1 | i | 0.7 |
| CCCCCCn1cc(CN2CC(N(C)CCC)CS2(=O)=O)nn1 (stereo not drawn) | i | 1.2 |
| CCC(CC)C(=O)N(C)c1c(C)nc2c(OCCC3CCCCC3)cccn12 | i | 0.8 |
| CC(C)(C)c1ccccc1NC(=O)Nc1nc(C(N)Cc2ccc(F)cc2)cs1 (stereo not drawn) | i | 2.6 |
| CCc1nc2c(OCc3ccc(Cl)cc3)cccn2c1N(C)C(=O)c1cccs1 | i | 0.8 |
| COc1ccccc1NC(=O)Nc1nc(C(N)Cc2ccccc2)cs1 (stereo not drawn) | i | 0.6 |
| CC(C)C[C@H]1CN(CCCC[C@H]2CNC(=O)C(=O)N2CCc2ccc(O)cc2)C(=O)C(=O)N1CCC1CCCCC1 | i | 0.6 |
| Cc1cc(C(=O)N2CCC2(C)C(=O)Nc2cc(C(C)(C)C)nn2C)nn1C (stereo not drawn) | i | 0.6 |
| CC(=O)Nc1ccc(NC(=O)C2Cc3c(-c4cccc(C(C)=O)c4)ccnc3O2)cc1 (stereo not drawn) | i | 0.2 |
| OC1c2cc(Br)ccc2N=C2CCCCCN21 (stereo not drawn) | i | 0.8 |
| CCOC(=O)[C@]12CCCC=C1N(Cc1cccc3ccccc13)C(=O)[C@H](CC(=O)NCc1ccc(C)o1)C2 | i | 1.5 |
| CC1(C(=O)NS(=O)(=O)c2cccc(OC(F)F)c2)CCN1C(=O)Cc1ccccc1 (stereo not drawn) | i | 1.2 |
| CCOC(=O)[C@]12CCC=C1N(Cc1ccc3c(c1)OCO3)C(=O)[C@H](CC(=O)N1CCC(c3ccccc3)CC1)C2 | i | 0.3 |
| CC1(C(=O)Nc2ccc3c(c2)OCCO3)CCN1C(=O)c1ccccc1CCc1ccccc1 (stereo not drawn) | i | 1.2 |
| O=C(NCc1ccccc1Cl)c1ccc2nc([C@@H]3O[C@H](CO)[C@@H](O)[C@H]3O)[nH]c2c1 | i | 0.6 |
| COc1ccc(NC(=O)N[C@H]2C=C[C@@H](CC(=O)NC3CCC3)O[C@@H]2CO)cc1 | i | 1.4 |
| COc1cc(-c2coc3c(C(=O)NCc4ccc(OC)c(OC)c4)cccc23)ccc1O | ? | . |
| COc1ccc(C=C(C(=O)c2ccccc2)C(=O)c2ccccc2)cc1 | i | 0.9 |
| CC(=O)Nc1cccc(-c2csc(C(C)(O)c3ccc(F)c(F)c3)n2)c1 (stereo not drawn) | i | 0.4 |
| CCC(=O)N1CCC(C)(C(=O)Nc2ccc3c(c2)OCCO3)C1 (stereo not drawn) | i | 1.2 |
| O=C(NCc1ccncc1)C1Cc2c(-c3ccc4c(c3)OCO4)ccnc2O1 (stereo not drawn) | i | 1.1 |
| CN(C)c1ccc(CNc2nc3cc(-c4ccc(F)cc4)sc3c(=O)n2C)cc1 | i | 1.1 |
| Clc1ccc(-c2nc3ccc(Cl)cn3c2Cc2ccsc2)cc1 | i | 0.3 |
| N#CCCN(Cc1ccccc1)C(C(=O)NC1CCCCC1)c1ccnc2ccccc12 (stereo not drawn) | i | 0.9 |
| c1ccc(CNc2nc(NCCOc3ccccc3)c3sccc3n2)cc1 | i | 1.2 |
| CCNC(=O)C1(C)CCN(Cc2ccc(C#N)cc2)C1 (stereo not drawn) | i | 0.5 |
| O=C(Nc1ccc(F)cc1)C(c1ccccc1OC(F)(F)F)N1CCN(C(=O)c2ccco2)CC1 (stereo not drawn) | i | 1.5 |
| Cc1ccc(C(=O)NCCN2CCC(n3c(=O)[nH]c4ccccc43)CC2)cc1 | i | 0.5 |
| CC(C)C[C@H]1COc2cccc(N(C)CCO)c2S(=O)(=O)N1 | i | 0.6 |
| CC(=O)OC[C@@H]1CN(Cc2ccccc2)C[C@H](n2cnc3c(NCc4ccco4)ncnc32)O1 | i | 0.8 |
| CC(C)Oc1cc(F)ccc1-c1cc(C(=O)NCCc2ccncc2)[nH]n1 | ? | . |
| CC(C)(C)n1nnnc1C(c1ccccc1)N1CCN(c2ccc(C(F)(F)F)cn2)CC1 (stereo not drawn) | i | 1.7 |
| O=C(Nc1ccc2ccccc2c1)C(c1ccc(C(F)(F)F)cc1)n1c(=O)c(-c2cc3ccccc3[nH]2)nc2ccccc21 (stereo not drawn) | i | 2.1 |
| Cc1ccc(F)c(S(=O)(=O)NC(=O)C2(C)CCN2C(=O)Cc2cc(F)ccc2F)c1 (stereo not drawn) | i | 0.8 |
| O=C(NCc1cccnc1)c1csc([C@@H]2C[C@H](O)[C@@H](CO)O2)n1 | i | 0.9 |
| CCCCNC(=O)C1(C)CCN1Cc1cc(C)ccc1C (stereo not drawn) | i | 0.7 |
| CCc1ccc2c(c1)NC(=O)C2(C)Cc1cccc(F)c1 (stereo not drawn) | i | 0.4 |
| O=C(NC(c1ccc(Cl)cc1)c1cnccn1)C1CCN(Cc2ccc(Cl)cc2)CC1 (stereo not drawn) | i | 1.5 |
| COc1ccc(S(=O)(=O)NC(=O)C2(C)CCN2C(=O)c2ccccc2CCc2ccccc2)cc1 (stereo not drawn) | i | 0.3 |
| COCCNc1ncnc2c1ncn2[C@H]1CN(CCc2ccccc2)C[C@@H](CO)O1 | i | 0.8 |
| O=C(NCc1ccco1)c1ccc2sc([C@@H]3O[C@H](CO)[C@@H](O)[C@H]3O)nc2c1 | i | 1.0 |
| Cc1ccc(CNC(=S)Nc2ccc3c(c2)c(=O)n(C)n3Cc2cccc(C(F)(F)F)c2)cc1 | i | 1.0 |
| NC(COCc1ccccc1)c1csc(Nc2nncc3ccccc23)n1 (stereo not drawn) | i | 2.6 |
| CCOC(=O)C1CCCN(C(=O)c2ccccc2)CC1 (stereo not drawn) | i | 0.9 |
| C[C@H](c1ccccc1)N1C[C@@H](COCc2ccccc2)Oc2cc(N3CCC[C@@H]3CO)ccc2S1(=O)=O | i | 0.5 |
| CCCCCCCCCc1conc1C(=O)/C=C/c1ccco1 | i | 0.8 |
| Cc1ccc(Cn2cc(CN3CC(N4CCSCC4)CS3(=O)=O)nn2)cc1 (stereo not drawn) | i | 0.7 |
| CCC(c1nnnn1-c1c(C)cccc1C)N1CCN(CC)CC1 (stereo not drawn) | i | 1.0 |
| COC(=O)c1ccc2nc(-c3ccc(OC)c(OC)c3)c(Cc3ccccc3OC)n2c1 | i | 1.4 |
| CCCCC[C@H](C)N1C[C@H](COCc2ccccc2)Oc2cc(N3CCC[C@H]3CO)ccc2S1(=O)=O | i | 1.2 |
| CC(C)(C)c1ccc(S(=O)(=O)NC(=O)C2(C)CCN2C(=O)CC2CCCC2)cc1 (stereo not drawn) | i | 1.2 |
| C=C(C)Cn1c2ccc(NC(=S)NCc3ccccc3F)cc2c(=O)n1C | i | 1.6 |
| CCc1nc2ccc(C(=O)NCCN3CCOCC3)cn2c1N(C)Cc1ccc(OC)cc1 | i | 1.2 |
| COc1ccc(OCCNC(=O)c2ccc3nc(C)c(N(C)C(=O)CCc4ccccc4)n3c2)cc1 | i | 1.0 |
| Cc1cc2nc(-c3ccc(Cl)cc3)c(CC(C)(C)C)n2c(C)c1Br | i | 1.1 |
| C/C=C/c1cccc(-c2nc(C(=O)NC3Cc4ccccc4C3)cc3c2[C@@H](CCO)N(C(C)=O)C3)c1 | i | 0.8 |
| O=c1cc(-c2ccccc2)oc2c1CCCC2 | i | 0.9 |
| CCCCN(C)c1c(C)nc2ccc(C(=O)NCc3ccc4c(c3)OCO4)cn12 | i | 1.5 |

(more compounds)
| SMILES | Myeloid diff MLP | Myeloid diff MLP GFP+ MAC1+ % |
| --- | --- | --- |
| CNc1nc(Oc2ccc3sc(C)nc3c2)c2sccc2n1 | i | 0.2 |
| Cc1cc(F)cc(-c2cc(C(=O)NCc3ccccc3)[nH]n2)c1 | i | 1.3 |
| CCCCC[C@H](C)N1C[C@@H](COCc2ccccc2)Oc2cc(N3CCC[C@H]3C(N)=O)ccc2S1(=O)=O | i | 0.7 |
| COc1ccc(-c2nc3c(C)cc(Br)cn3c2Cc2cccc(Cl)c2)cc1OC | i | 0.8 |
| Nc1ccc(CC(N)c2csc(Nc3cc(Oc4ccccc4)ncn3)n2)cc1 (stereo not drawn) | i | 2.2 |
| COC(=O)C(C(=O)OC)c1ncccc1NS(=O)(=O)c1ccc(C)cc1 | i | 0.9 |
| CC(C)NC(=O)C1(C)CCN1C(=O)C/C=C/c1ccccc1 (stereo not drawn) | i | 0.3 |
| CCC(C)CN1C(=O)CN(S(C)(=O)=O)CC1(C)C(=O)NC(C)C (stereo not drawn) | i | 4.1 |
| COc1cccc(-c2cnc(C(O)c3ccc(-c4ccccc4)cc3)[nH]2)c1 (stereo not drawn) | i | 1.2 |
| CC1(C(=O)Nc2cccc(NS(C)(=O)=O)c2)Cc2c(-c3cccc(C(N)=O)c3)ccnc2O1 (stereo not drawn) | i | 0.2 |
| COc1ccc(CNC(=O)[C@@H](Cc2ccccc2)NC(=O)CC[C@H]2O[C@@H](n3ccc(=O)[nH]c3=O)[C@H](O)[C@@H]2O)cc1 | i | 0.7 |
| CCC(=O)Nc1ccc(S(=O)(=O)NC[C@H]2O[C@@H](n3cnc4c(=O)[nH]c(N)nc43)[C@H](O)[C@@H]2O)cc1 | i | 1.5 |
| CCCCn1nnnc1C(c1ccccc1)N1CCN(c2ccc(C(F)(F)F)cn2)CC1 (stereo not drawn) | i | 0.8 |
| Cc1cccc(C)c1-n1nnnc1C(c1ccnc2ccccc12)N1CCN(CCN(C)C)CC1 (stereo not drawn) | i | 2.3 |
| Cc1nc(Cn2c3ccc(NC(=S)NC4CCCCC4)cc3c(=O)n2C)cs1 | i | 1.4 |
| COc1ccccc1Cc1c(-c2ccc(Cl)cc2)nc2ccc(Br)cn12 | i | 0.9 |
| CC1=C(C(=O)N2CCOCC2)CC(CC(=O)NCCc2ccccn2)C(=O)N1Cc1ccccc1 (stereo not drawn) | i | 0.8 |
| Cc1ccc(-c2c(N)nc3ncccn23)cc1 | i | 1.5 |
| O=S1(=O)C[C@H](N2CCCC2)[C@@H](COCc2ccccc2)N1 | i | 0.8 |
| O=C(O)c1cccc(-c2csc(C(O)c3ccc(F)c(F)c3)n2)c1 (stereo not drawn) | i | 1.2 |
| Cc1cc(C)c(C(O)c2ncc(-c3ccccc3C)[nH]2)c(C)c1 (stereo not drawn) | i | 1.3 |
| CC1(c2nc3ccccc3[nH]2)c2ccccc2C(=O)N1C1CC1 (stereo not drawn) | i | 1.0 |
| CCOc1ccc(C2CC=C(C(C)=O)CN2S(=O)(=O)c2ccc(C)cc2)cc1 (stereo not drawn) | i | 1.7 |
| COc1ccc(-c2csc(C(C)(O)c3ccc(F)c(F)c3)n2)cc1 (stereo not drawn) | i | 0.8 |
| CC(C)N1CCCC(C)(C(=O)Nc2cccc(Oc3ccccc3)c2)C1 (stereo not drawn) | i | 0.7 |
| CC(=O)Nc1ccc(-c2ccnc3c2CC(C(=O)NCc2ccccc2)O3)cc1 (stereo not drawn) | ? | . |
| C[C@H]1COc2cccc(N(C)CCO)c2S(=O)(=O)N1 | i | 0.8 |
| COc1ccc(-c2nc3c(Cl)cc(C(F)(F)F)cn3c2Cc2ccccc2C(F)(F)F)cc1OC | i | 0.4 |
| CC(C)N1CCCC(C)(C(=O)Nc2nccc3ccccc23)C1 (stereo not drawn) | i | 0.4 |
| CCCC(=O)N1CCCC1(C)C(=O)Nc1cc(OC)c(OC)c(OC)c1 (stereo not drawn) | i | 1.4 |
| O=C1Nc2ccccc2C(=O)N(c2ccc3c(c2)OCCO3)C1C(=O)NC1CC1 (stereo not drawn) | i | 1.2 |
| COc1cc(Cn2c3ccc(NC(=O)NCc4ccc(F)cc4)cc3c(=O)n2C)ccc1F | i | 2.1 |
| Cc1ccc(CN2CC(N3CCN(CC4CC4)CC3)CS2(=O)=O)cc1 (stereo not drawn) | i | 0.4 |
| CC1(C(=O)NS(=O)(=O)c2cccc(Cl)c2)CCN1C(=O)CC1CCCCC1 (stereo not drawn) | i | 0.5 |
| COC(=O)[C@H](NC(=O)c1cc([C@@H](NC(=O)OC(C)(C)C)C(C)C)sc1N)C(C)C | i | 3.3 |
| COc1cc(CNc2ncnc3c2ncn3[C@H]2CN(Cc3cc(OC)c(OC)c(OC)c3)C[C@@H](CO)O2)cc(OC)c1OC | i | 1.5 |
| Cc1cccc(C)c1NC(=O)C(c1cccc2ccccc12)n1c(=O)c(-c2ccco2)nc2ccccc21 (stereo not drawn) | i | 3.2 |
| COc1ccc(C(C)C)cc1-c1cncc(NC(C)=O)n1 | i | 1.8 |
| CC(C)NC(=O)Nc1nnc([C@H]2C[C@H](O)[C@@H](CO)O2)s1 | i | 0.3 |
| COC(=O)[C@]12CCCCC=C1N(Cc1ccccc1)C(=O)[C@H](CC(=O)N1CCN(C(=O)c3ccco3)CC1)C2 | i | 0.3 |
| CCCS(=O)(=O)NC(=O)C1(C)CCN(C(=O)c2oc3ccccc3c2C)C1 (stereo not drawn) | i | 0.6 |
| COc1ccc([C@H]2CC(=O)C[C@@H](CCn3cc(-c4ccncc4)nn3)O2)cc1 | i | 0.0 |
